Compound activity deposited in PubChem BioAssay by several laboratories.
HTRA1 inhibitor = HTRA1 (human) protease inhibition; Q92743; recombinant HTRA1, FP-rhodamine activity-based probe, fluorescence polarization; inhibition, % at 5.96 µM; hit rate 0.5% among 340,000; AID 504803; in the data active = inhibition above about 36%;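 note: 0% = enzyme with DMSO and 100% = wells lacking enzyme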
Target sequence (Q92743 whole entry, looked up): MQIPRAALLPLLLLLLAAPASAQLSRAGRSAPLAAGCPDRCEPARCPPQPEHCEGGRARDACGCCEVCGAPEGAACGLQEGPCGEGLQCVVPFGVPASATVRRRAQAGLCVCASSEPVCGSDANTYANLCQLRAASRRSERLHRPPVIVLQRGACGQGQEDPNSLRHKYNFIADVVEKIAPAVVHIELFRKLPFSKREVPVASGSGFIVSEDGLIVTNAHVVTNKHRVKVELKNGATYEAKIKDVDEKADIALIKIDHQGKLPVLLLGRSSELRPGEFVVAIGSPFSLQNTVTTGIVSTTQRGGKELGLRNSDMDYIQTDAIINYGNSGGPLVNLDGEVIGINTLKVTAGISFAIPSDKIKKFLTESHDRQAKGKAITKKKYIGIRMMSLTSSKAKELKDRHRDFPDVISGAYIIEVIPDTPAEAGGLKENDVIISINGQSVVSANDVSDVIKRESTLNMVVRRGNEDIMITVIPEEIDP
UHRF1 MBD2 ctr = UHRF1 methyl-DNA binding inhibition; hit rate 0.75% among 370,000; AID 687016; inhibition, % at 4.4 µM; UHRF1 binding to methylated oligo, TR-FRET; in the data active = inhibition above about 21%;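 note: UHRF1 SRA domain binding a hemimethylated CpG hairpin DNA probe; 0% = median of test compound wells and 100% = reference inhibitor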
ABHD4 inh = inhibits mouse alpha/beta hydrolase domain 4; Q8VD66; purified mABHD4, FP-Rh probe fluorescence polarization; inhibition, % at 8.92 µM; hit rate 0.54% among 370,000;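 active = inhibition exceeding the mean over every tested compound plus 3 SD, cut at about 30% in these data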;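 note: 0% = plate median of compound wells and 100% = S159A mutant with DMSO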
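Test system: mABHD4 protein; Read-out basis: % inhibition; Incubation: 45 min + 60 min at 25 °C; Repeats: single replicate; Technique: fluorescence polarization with parallel and perpendicular emission, 525/598 nm; Compound: 8.92 µM, single dose; Benchmarks: full inhibition S159A mutant plus DMSO, zero as sample-well median.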
PRMT1 inh = PRMT1 (human) inhibition, primary screen | hit rate 1.3% among 370,000 | Q99873 | inhibition, % at 2.79 µM | recombinant PRMT1, activity-based probe fluorescence polarization;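 active = inhibition above about 21% made by adding two undisclosed values, limit read from the data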
Target sequence (Q99873 whole entry, looked up): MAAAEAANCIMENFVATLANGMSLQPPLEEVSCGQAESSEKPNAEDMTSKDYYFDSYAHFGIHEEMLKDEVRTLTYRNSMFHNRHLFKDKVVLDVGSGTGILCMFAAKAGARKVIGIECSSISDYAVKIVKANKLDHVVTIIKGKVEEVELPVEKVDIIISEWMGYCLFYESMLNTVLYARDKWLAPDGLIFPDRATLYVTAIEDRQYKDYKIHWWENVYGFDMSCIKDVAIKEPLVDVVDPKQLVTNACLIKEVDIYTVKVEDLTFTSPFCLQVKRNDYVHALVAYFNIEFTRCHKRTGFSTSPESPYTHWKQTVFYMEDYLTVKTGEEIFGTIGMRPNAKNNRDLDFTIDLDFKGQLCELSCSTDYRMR
TCR CD3 inh = human TCR-CD3 binding inhibition. hit rate 0.37% among 360,000. inhibition, % at 9.4 µM. AID 651800. TAMRA-labeled TCR probe fluorescence, biochemical; in the data active = inhibition above about 19%;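 note: recombinant mutant TCR 2C K166C tagged with TAMRA read by polarization; 0% = receptor in buffer alone and 100% = receptor with positive control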
rCAG RNA binder = r(CAG) repeat RNA binding | TO-PRO-1 dye displacement fluorescence | inhibition, % at 3 µM | hit rate 1.3% among 370,000;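 active = inhibition above the plate cutoff, the mean of all test compounds on that plate plus 3 SD, cut at about 35% in these data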;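 note: 0% = DMSO alone and 100% = 100 µM mitoxantrone as full dye displacement; higher means more dye released from RNA so lower well fluorescence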
MBD2 inh = inhibitors of human MBD2 binding to methylated oligonucleotide; TR-FRET; inhibition, % at 4.4 µM; hit rate 0.31% among 370,000; in the data active = inhibition above about 13%
PG9 Ab binder = binds the HIV-1 gp120 antibody PG9; inhibition, % at 6.7 µM; AID 624416; TR-FRET gp120-PG9 antibody binding; hit rate 0.43% among 360,000; in the data active = inhibition above about 8.5%
NR1D1 modulator = modulators of human Rev-erb alpha DNA binding. P20393. hit rate 0.79% among 370,000. AID 1259318. Rev-erbα–FITC-DNA binding, fluorescence polarization, 90 min. activity, % at 10 µM;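 active = activity above about 14%, limit read from the data; passing the limit was not always enough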;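 note: 0% = DMSO wells with 35 nM protein and 100% = DMSO wells with 750 nM protein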
LEDGF integ inh = blocks HIV-1 LEDGF/p75-dependent DNA integration; TR-FRET IN-LEDGF/p75 DNA integration, Eu/Cy5; inhibition, % at 3.7 µM; hit rate 0.64% among 370,000; AID 743269;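 active = inhibition above the screen-wide mean plus 3 SD, cut at about 13% in these data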;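 note: signal is the Cy5 over europium emission ratio at 671 and 618 nm; 0% = plate median of compound wells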
Active calls of the source: *; / = not tested or not shown. An excerpt, so the mix of outcomes need not match the whole.

SMILES	HTRA1 inhibitor	UHRF1 MBD2 ctr	ABHD4 inh	PRMT1 inh	TCR CD3 inh	rCAG RNA binder	MBD2 inh	PG9 Ab binder	NR1D1 modulator	LEDGF integ inh
O=C(NNC1=NS(=O)(=O)c2ccccc21)c1ccccc1Cl	12	3	-1	5	-3	3	-3	-1.4	3	-1
CCc1ccc2oc(C(=O)Nc3ccc(S(N)(=O)=O)cc3)c(C)c2c1	-12	0	-8	2	5	8	-3	10*	0	-1
CCCCN(CC)C(=O)c1cc2cc3ccc(Cl)cc3nc2o1	-42	-3	-7	1	0	-1	2	-0.2	-3	-4
CCOC(=O)C1=C(CSc2nccn2C)NC(=O)NC1c1ccc(OC)cc1 (stereo unspecified)	-1	-2	0	-2	-6	6	-2	2.3	0	2
Cc1csc(NC(=O)CSc2nnc(NC(=O)NC(C)(C)C)s2)n1	-6	-6	-8	-2	7	15	3	-1.4	-2	2
CCN1CCN(c2ccc(S(=O)(=O)N3CCOCC3)cc2NC(=O)/C=C/c2ccc(OC)c(OC)c2)CC1	9	-4	2	1	-4	-4	-1	-0.8	-1	-1
COc1ccc(/C(C)=N/NC(=S)Nc2cc(C)ccc2C)cc1	-11	0	0	4	-1	4	-2	0.0	6	-3
CN(CCCN1CCOCC1)Cc1cn(C)nc1-c1ccccc1F	11	1	0	2	1	-4	2	-2.4	-4	2
CCCCC(NC(C)=O)c1nc2ccccc2n1CCC (stereo unspecified)	1	2	-6	0	7	-7	2	0.0	-6	2
O=Cc1c(NCc2cccc(F)c2)c2ccccc2[nH]c1=O	4	-2	1	-5	5	0	-2	-0.4	-6	5
Cc1cc2oc(=O)cc(-c3ccccc3)c2c(C)c1-c1ccc(CO)cc1	-46	0	-23	-4	0	4	-4	0.2	6	2
Cc1cc(NC(=O)CN2CCN(c3ncccn3)CC2)no1	-4	2	11	1	6	1	-1	-1.1	2	-1
Cc1cccc(C)c1NC(=O)C(c1ccc(C#N)cc1)n1c(=O)c(-c2ccco2)nc2ccccc21 (stereo unspecified)	/	-5	-8	9	-13	29	-6	0.7	0	0
CCN(CC(=O)Nc1c(F)cccc1F)C(=O)C1CCC1	5	3	-2	1	-5	-3	-1	0.3	-3	-4
CC1=NN(Cc2ccccc2)C(=O)/C1=C/c1ccc(N(C)C)cc1	6	-13	-2	-2	5	1	-14	-6.7	14	-1
CCC1CCCCN1S(=O)(=O)c1ccc(NC(=O)c2nc(S(C)(=O)=O)ncc2Cl)cc1 (stereo unspecified)	-77	5	-1	50*	-3	4	3	-0.5	-4	-5
Fc1ccccc1-c1nnc2n1N=C(c1ccc(OC(F)F)c(OCC3CC3)c1)CS2	-11	-1	-2	-2	11	2	0	0.2	0	0
CCCN1C(=O)S/C(=C/c2ccc(N3CCOCC3)o2)C1=O	-8	2	2	8	-8	-12	-2	-12	47*	2
Cc1cc(C)c(C(=O)COC(=O)C2CCN(c3ccc(C(F)(F)F)cn3)CC2)c(C)c1	-11	1	-7	6	-5	6	5	-0.8	-4	0
CC(C)N(CCNC(=O)c1nn(Cc2ccccc2)c(=O)c2ccccc12)C(C)C	-4	5	-10	4	-3	-10	6	0.0	5	-3
O=S(=O)(c1ccc(SCCOc2ccccc2Cl)nc1)N1CCCC1	-19	0	-14	5	1	2	-2	-0.9	7	-6
CCOC(=O)CSc1nc2sc(C)c(C)c2c(=O)n1N	-5	-1	-2	0	0	-3	-5	0.6	-2	-3
O=C(NCCc1ccccc1)C1C(=O)Nc2ccccc2C(=O)N1C1CCCCC1 (stereo unspecified)	/	1	-2	2	6	1	-2	-1.5	-2	3
COc1ccccc1C(C#N)N1N=C(C)CC1c1ccccc1 (stereo unspecified)	1	2	1	1	-2	-1	7	1.8	-3	-1
Cc1ccc(C)c(S(=O)(=O)N2CCCOC2CNC(=O)C(=O)NCCCN2CCOCC2)c1 (stereo unspecified)	-2	-1	-8	-4	1	-9	2	-0.5	5	3
COc1cc(C)ccc1OCCOCCOc1cc(C)c(C)cc1Br	-18	2	1	-1	7	-1	2	-2.5	0	-2
Cc1noc(C)c1S(=O)(=O)NCc1cccc(Cl)c1	-9	0	4	1	6	1	3	-0.9	-2	-4
COc1ccc(COC(=O)CNC(=O)C2CCCCC2)cc1F	-6	-3	-3	-4	4	0	-5	-2.4	-4	0
COC(=O)c1ccc(CSc2nc3ccc(Cl)cc3[nH]2)o1	2	0	-9	3	-7	3	-3	-2.2	-3	1
Cn1cc(SCC(=O)Nc2nc3ccccc3s2)c2ccccc21	-24	-2	-14	6	-3	5	-2	-1.4	-6	0
COc1ccc(OCCC(=O)OCC(=O)NCc2ccccc2)cc1	0	2	-6	1	5	0	1	-2.6	-2	-3
CC(=O)CC1c2ccccc2C=C(c2ccsc2)N1c1ccc(-c2cccs2)cc1 (stereo unspecified)	/	13	-2	-1	-3	15	-4	0.4	4	-1
CCCc1nnc(NC(=O)CCC(=O)NCc2ccccc2Cl)s1	4	-3	-5	-1	-3	-3	-2	-3.0	6	-2
Cc1ccc[n+](CC(=O)Nc2ccc(Cl)c([N+](=O)[O-])c2)c1	4	3	-3	1	-14	2	2	-0.8	-3	-4
Nc1ncc(CN2CCCC(C(=O)Nc3ccc(-c4ccco4)cc3)C2)cn1 (stereo unspecified)	-4	1	3	17	-1	3	-5	-1.6	-5	-6
Cc1cc([N+](=O)[O-])cc(/C=N/n2c(C)nc3ccccc3c2=O)c1O	6	-1	1	-4	45*	2	1	-0.4	-4	-2
Cn1cccc1C(=O)C(=O)Nc1cccc(Cl)c1Cl	-7	1	1	-2	1	-1	1	-1.6	1	1
CC(C)NC(=O)N(C)C[C@H]1Oc2c(NC(=O)C3CC3)cccc2C(=O)N([C@H](C)CO)C[C@@H]1C	2	3	5	1	0	2	6	-0.7	-2	-3
COCCCNC(=O)C1CC(=O)N(C2CCCC2)C1 (stereo unspecified)	-2	6	0	-1	-5	-1	4	-1.5	1	-4
O=C(CSc1ncc(-c2ccccc2)[nH]1)Nc1ccccc1	-8	-2	-5	-2	-2	2	-3	0.2	/	1
CCc1ccc(/C=C/C(=O)c2ccc(S(=O)(=O)N(C)C)cc2)cc1	-12	-3	1	3	0	0	0	-0.7	-1	0
C=CCNC(=O)CC(=O)N/N=C/c1cccc(C)c1	3	1	-4	0	1	0	-7	-1.0	0	-1
Cc1cc(C)c(NC(=O)CN(C)CC(=O)Nc2cccc(S(=O)(=O)N(C)c3ccccc3)c2)c(C)c1	-18	3	9	1	6	6	-7	0.3	-8	3
CCOc1ccc(/C=C/C(=O)Oc2ccccc2)cc1	3	-1	2	-1	2	-1	3	-0.6	-3	-1
C=CCNC(=O)C(=O)NCC1CCCN1S(=O)(=O)c1cccs1 (stereo unspecified)	-3	0	3	-1	5	3	0	0.0	-1	0
Cc1c(NC(=O)c2cc(-n3cnnc3)ccc2Cl)cccc1-c1nc2ccccc2s1	-19	1	-6	0	3	9	-4	-2.2	5	0
COc1ccc(CNC(=O)C2CCCN2C)cc1OC (stereo unspecified)	-1	2	-7	7	-7	-3	-5	1.7	9	0
COCCCNC(=O)Cn1cnc(C(=O)Nc2ccc(C)c(C)c2)n1	2	0	4	0	-1	2	-5	-0.7	6	1
CCOC(=O)Cc1csc2nc3sc(C)c(C)c3c(=O)n12	0	9	-7	-4	-3	2	3	3.5	2	1
Cc1c(Cc2ccccc2)sc(NC(=O)/C=C/c2cccc3ccccc23)c1C(N)=O	-22	-3	-7	2	4	11	0	-2.8	-2	4

By substructure: the entries above containing a furan ring, fused or not (6)
SMILES	HTRA1 inhibitor	UHRF1 MBD2 ctr	ABHD4 inh	PRMT1 inh	TCR CD3 inh	rCAG RNA binder	MBD2 inh	PG9 Ab binder	NR1D1 modulator	LEDGF integ inh
CCc1ccc2oc(C(=O)Nc3ccc(S(N)(=O)=O)cc3)c(C)c2c1	-12	0	-8	2	5	8	-3	10*	0	-1
CCCCN(CC)C(=O)c1cc2cc3ccc(Cl)cc3nc2o1	-42	-3	-7	1	0	-1	2	-0.2	-3	-4
Cc1cccc(C)c1NC(=O)C(c1ccc(C#N)cc1)n1c(=O)c(-c2ccco2)nc2ccccc21 (stereo unspecified)	/	-5	-8	9	-13	29	-6	0.7	0	0
CCCN1C(=O)S/C(=C/c2ccc(N3CCOCC3)o2)C1=O	-8	2	2	8	-8	-12	-2	-12	47*	2
COC(=O)c1ccc(CSc2nc3ccc(Cl)cc3[nH]2)o1	2	0	-9	3	-7	3	-3	-2.2	-3	1
Nc1ncc(CN2CCCC(C(=O)Nc3ccc(-c4ccco4)cc3)C2)cn1 (stereo unspecified)	-4	1	3	17	-1	3	-5	-1.6	-5	-6

(more compounds)
SMILES	HTRA1 inhibitor	UHRF1 MBD2 ctr	ABHD4 inh	PRMT1 inh	TCR CD3 inh	rCAG RNA binder	MBD2 inh	PG9 Ab binder	NR1D1 modulator	LEDGF integ inh
Cc1noc(C)c1S(=O)(=O)Nc1ccc(C(C)C)cc1	-5	0	-6	4	0	-3	2	-1.0	3	-3
Nc1ccc2nc(CCCO)[nH]c2c1	4	-6	3	-2	0	-3	-6	-1.8	-3	-2
COC(=O)c1ccccc1NC(=O)CSc1nnnn1-c1ccc(C)cc1C	-6	-1	0	0	3	-6	1	0.4	4	1
Cc1cc(NC(=O)CSc2nnc(-c3ccc(S(=O)(=O)N4CCCC4)cc3)n2C)no1	-1	2	-3	-1	-6	-1	-1	-0.2	1	-1
O=C(Nc1nccs1)c1ccc(Cl)c(S(=O)(=O)N2CCCCC2)c1	-13	5	-23	2	-4	9	10	1.0	-2	2
O=C(O)COCC(=O)NC1CCN(Cc2ccccc2)CC1	/	-1	-2	-5	1	0	0	-2.3	7	5
CC(=O)Nc1ccc(NC(=O)CCc2c(C)noc2C)cc1	-1	-1	-2	1	-8	-3	-4	0.8	-6	1
Cc1ccc(NC(=O)N2CCN(c3ncccc3C(F)(F)F)CC2)cc1	-5	-1	2	-4	-4	-8	-1	-1.0	-4	0
COCC(C)n1c(C)cc(C(=O)CSc2nnnn2-c2ccc(O)cc2)c1C (stereo unspecified)	-38	-2	-6	-2	-3	5	-3	-2.6	-5	0
C=CCn1c(-c2cccc(OC)c2)n[nH]c1=S	0	-3	-2	-2	-5	1	3	0.9	0	1
COC(=O)Cc1c(O)ccn(Cc2ccc(OC)c(OC)c2)c1=O	-2	1	-1	0	6	-1	-1	-2.1	-2	1
CC(CCc1ccccc1)NC(=O)/C=C/c1ccccc1 (stereo unspecified)	-14	3	-5	1	8	0	0	-2.9	-1	4
Cc1[nH]c2ccccc2c1N=Nc1ccc(F)cc1	13	0	-2	11	2	14	0	0.0	-5	-4
O=C(NCC(F)(F)F)C1C(=O)Nc2ccccc2C(=O)N1Cc1ccccc1 (stereo unspecified)	/	-2	3	0	8	3	-9	1.9	-1	2
O=C(Nc1nnc(SCCC2OCCO2)s1)C1CC(=O)N(c2ccccc2)C1 (stereo unspecified)	-4	1	11	5	3	0	0	-1.7	-2	-4
C=CCNC(=O)c1ccc(N(Cc2ccccc2)S(C)(=O)=O)cc1	0	2	0	-3	0	-6	-6	-0.8	-2	1
CCOCCCNC(=O)C(c1ccc(Cl)cc1)N(Cc1cccs1)C(=O)CNC(C)=O (stereo unspecified)	6	2	3	2	-9	-8	3	2.6	-3	1
CC(C)C(c1nnnn1CCc1ccccc1)N1CCSCC1 (stereo unspecified)	-1	0	0	-8	1	-7	-4	0.3	-5	3
CSCCCNC(=O)Cn1nc(Cc2ccncc2)c2ccccc2c1=O	/	2	-4	1	/	4	0	/	3	2
